# Screens: PubChem BioAssay, several laboratories
# RSV antiviral HEp-2 – inhibition of RSV-induced cytopathic effect – HEp-2 cells, primary 10 µM value included (AID 2391). actives 0.13% (n = 310,000). HEp-2 cells, RSV-induced CPE inhibition; higher % means a stronger effect. CPE inhibition, % at 10 µM, or IC50 in µM where a hit was titrated; in the data active = a potency from the dose series; inconclusive = CPE inhibition mostly from about 23% at the one dose, without a potency; inactive = the rest, 99 in 100 with CPE inhibition below about 21%; also: strong numbers were not always called active
# LYP phosphatase – PTPN22 lymphoid phosphatase activity blockers – biochemical, fluorescence intensity, uHTS (AID 1779); recombinant LYP phosphatase, fluorescence intensity; higher % means a stronger effect; inhibition, % at 11.5 µM; hits with a dose series show IC50 in µM; actives 0.054% (n = 290,000); in the data active = inhibition above about 50%;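 also: plate controls were vehicle with enzyme for no effect and no enzyme for full effect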
# GPR35 arrestin U2OS – inhibition of zaprinast-stimulated GPR35 beta-arrestin translocation – imaging, U2OS, beta-arrestin-GFP, zaprinast agonist, primary screen (AID 2058) | inhibition, % at 10 µM, or IC50 in µM where a hit was titrated | actives 0.052% (n = 290,000) | U2OS GPR35 beta-arrestin-GFP translocation imaging, zaprinast antagonism; higher % means a stronger effect;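 active = inhibition of at least 50% with at least 30 cells and total cytoplasm GFP at most 10,000,000; inconclusive = under 30 cells or total GFP of 10,000,000 plus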
# PhoP inhibition – PhoP-dependent GFP reporter repression – Salmonella Typhimurium, primary screen (AID 1863); S. Typhimurium PhoP-regulated promoter GFP reporter, 4 h; higher % means a stronger effect; one-dose inhibition, % at 50 µM; IC50 in µM for titrated hits; actives 0.16% (n = 300,000);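 active = inhibition over 29.93%, a cutoff 3 SD above the screen mean, later confirmed by dose response; inconclusive = inhibition over 29.93% but no dose response follow-up; inactive = inhibition at most 29.93% or unconfirmed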;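 also: 0% = low Mg2+ inducing control and 100% = high Mg2+ repressing control; strong numbers were not always called active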
# SV40 large T antigen – TAg ATPase/helicase activity blockers – biochemical (AID 1903) | SV40 large T antigen ATPase/helicase inhibition assay; higher % means a stronger effect | actives 0.39% (n = 310,000) | inhibition, % at 20 µM, or IC50 in µM where a hit was titrated; in the data active = a potency from the dose series; inconclusive = inhibition mostly from about 32% at the one dose, without a potency; inactive = the rest, 99 in 100 with inhibition below about 32%; also: strong numbers were not always called active
# West Nile virus CPE – West Nile virus antiviral activity, cell-based, CPE readout (AID 1621) | actives 0.02% (n = 290,000) | West Nile virus-infected cells, CPE inhibition; higher % means a stronger effect | one-dose CPE inhibition, % at 10 µM; IC50 in µM for titrated hits; in the data active = a potency from the dose series; inconclusive = CPE inhibition mostly from about 3.7% at the one dose, without a potency; inactive = the rest, 99 in 100 with CPE inhibition below about 2.2%; also: strong numbers were not always called active
# Rac1 GTP hydrolysis – MgcRacGAP GTPase-activating activity inhibitors, confirmation, biochemical, ADP Hunter fluorescence; one-dose inhibition, % at 30 µM; IC50 in µM for titrated hits; actives 0.6% (n = 340,000); MgcRacGAP-stimulated Rac1 GTP hydrolysis, ADP Hunter fluorescence; higher % means a stronger effect; GST-tagged Rac1 F28L mutant substrate; AID 624330;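 active = first-screen hits whose inhibition reached a set limit at any dose in the follow-up dose series; inconclusive = inhibition above the set first-screen limit but never retested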;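 also: fluorescence reports GDP produced by GAP-driven GTP hydrolysis; strong numbers were not always called active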
# Dengue-2 NS5 capping – Dengue-2 NS5 methyltransferase inhibitors, primary screen, biochemical, confirmation dose response (AID 588689); Dengue-2 NS5 methyltransferase capping enzyme assay, biochemical; higher % means a stronger effect; one-dose inhibition, % at 25 µM; IC50 in µM for titrated hits; actives 0.3% (n = 340,000); in the data active = a potency from the dose series; inconclusive = inhibition above about 29% without an active follow-up result
# ER stress rescue – protection against thapsigargin-triggered cell killing – 384-well, CSM14.1, ATP luminescence, primary screen (AID 1222); CSM14.1 thapsigargin-induced death rescue, ATP luminescence; higher % means a stronger effect; cellular ATP content (survival), % at 20 µM, or EC50 in µM where a hit was titrated; 190,000 tested, under 10 active;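 active = EC50 below 50 µM in the dose-response confirmation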;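 also: death triggered by thapsigargin at about 15 µM added after 2 h compound pretreatment; cell ATP read after overnight thapsigargin exposure of roughly 18 to 22 hours; normalized against plate controls of thapsigargin alone and 5% DMSO vehicle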
# Dengue-2 NS5 capping pilot replicate – also measured in Dengue-2 NS5 capping; calls as there; inhibition, %; measured here: pilot screen replicate inhibition
# An asterisk follows results filed as active; ? = inconclusive; . = no result given.
SMILES,RSV antiviral HEp-2,LYP phosphatase,GPR35 arrestin U2OS,PhoP inhibition,SV40 large T antigen,West Nile virus CPE,Rac1 GTP hydrolysis,Dengue-2 NS5 capping,ER stress rescue,others
COc1cccc(CN(C(=O)c2cc3ccccc3oc2=O)C2CCS(=O)(=O)C2)c1 (stereo not drawn),0.8%,-11%,16%,-3%,2%,-0.1%,-37%,0%,.,
Cc1ccc(Cl)cc1NC(=O)c1cc2ccccc2cc1O,1.2%,-8%,3%,-7%,3%,?,3%,-2%,.,
COc1cc(/C=N/Nc2nc3c(c(=O)n(C)c(=O)n3C)n2Cc2ccccc2)ccc1OC(=O)c1ccco1,12%,6%,-7%,0%,5%,-0.1%,3%,-2%,9.4%,
COC(=O)CNC(=O)c1c(-c2ccccc2Cl)noc1C,0.8%,-6%,7%,0%,2%,0.0%,13%,-7%,3.5%,
O=C(COC(=O)c1cccc(NC(=O)c2ccco2)c1)c1ccc(Br)cc1,?,-2%,0%,-6%,1%,1.1%,6%,-9%,-1.8%,Dengue-2 NS5 capping pilot replicate=-3.0
Cc1ccc(NC(=O)CCC(=O)N/N=C/c2ccc(O)cc2)cc1,0.6%,-3%,-4%,2%,32%,0.3%,51µM*,1%,.,
Cc1ccc(C(=O)/C=C/c2ccc(-c3ccccc3[N+](=O)[O-])o2)cc1,-0.6%,3%,2%,8%,-2%,-0.3%,5%,9%,-3.1%,
CCOc1cc(/C=C2/C(=O)ON=C2C)cc(Br)c1O,0.1%,-4%,-4%,15%,37%,-0.2%,29%,-74%,.,
Cc1ccc2c(c1)sc(-c1ccc(N(C)C)cc1)[n+]2C,15%,-2%,0%,10%,8%,0.6%,13%,-3%,.,
O=C(Nc1ccc(S(=O)(=O)Nc2ncccn2)cc1)c1ccccc1Br,-1.2%,-4%,-9%,5%,-8%,-0.9%,8%,3%,.,Dengue-2 NS5 capping pilot replicate=0.6
CC1CCCN(C(=O)COc2ccc(NC(=O)c3cccs3)cc2)C1 (stereo not drawn),4.6%,-5%,8%,4%,9%,-0.6%,21%,-1%,-0.9%,
CC(C)CC1Nc2ccc(C(=O)NCCCN3CCOCC3)cc2NC1=O (stereo not drawn),-1.0%,-9%,11%,0%,7%,0.1%,-2%,-5%,.,
COc1ccc(S(=O)(=O)N2CCOC2CNC(=O)C(=O)NCc2cccnc2)cc1C (stereo not drawn),-1.8%,-6%,0%,-6%,4%,-0.2%,7%,-4%,.,
CCCNC(=S)NCCN1CCCCC1,0.0%,-5%,-19%,7%,18%,-0.4%,13%,-8%,-3.4%,
Cc1ccc(N=Cc2c(O)c3ccccc3oc2=O)cc1F,0.3%,-7%,10%,5%,1%,-0.7%,12%,-8%,.,
COc1ccc(-c2nc(NC(C)=O)sc2-c2ccc(OC)cc2)cc1,5.4%,-3%,-4%,-3%,-3%,0.6%,2%,3%,-1.6%,
COc1cc(/C=C/C(=O)OCC(=O)N2CCCc3ccccc32)ccc1OC(F)F,-1.5%,.,.,-4%,12%,.,2%,-9%,.,
CC1Cc2c([nH]c3ccccc23)C(=O)N1 (stereo not drawn),2.5%,-7%,-8%,8%,7%,-0.4%,6%,-2%,.,
Cc1ccc2nc(S(=O)(=O)O)[nH]c2c1,0.2%,-6%,27%,-7%,2%,.,3%,-5%,1.1%,
CCn1c(C)[n+](CC(O)COCC2CC=CCC2)c2ccccc21 (stereo not drawn),-0.1%,-7%,3%,-4%,18%,0.5%,3%,1%,-1.3%,
CCOC(=O)c1oc2ccc(Br)cc2c1CSc1nnc(C)s1,1.5%,-8%,7%,11%,3%,0.3%,7%,-2%,0.3%,
N#Cc1cccc(N=Cc2c(O)ccc3ccccc23)c1,5.8%,-8%,12%,13%,0%,-0.3%,-8%,-2%,0.0%,
Cc1ccc(C(=O)NC(=S)Nc2ccc(N3CCOCC3)cc2)cc1,6.2%,-3%,-2%,4%,7%,-0.8%,4%,.,-1.0%,
CC1(C)NC(=O)N(CC(O)Cn2c3ccccc3c3ccccc32)C1=O (stereo not drawn),-1.0%,-4%,16%,-3%,19%,-0.6%,2%,-7%,1.1%,
COC(=O)C1=C[C@@H](C(=O)OC)C2C3=C(C(=O)C24CCCCC4)[C@H](C)n2c(=O)n(-c4ccccc4)c(=O)n2[C@@H]3C1 (stereo partly drawn),-2.1%,.,.,-2%,13%,2.7%,3%,3%,.,
# (listing goes on)
SMILES,RSV antiviral HEp-2,LYP phosphatase,GPR35 arrestin U2OS,PhoP inhibition,SV40 large T antigen,West Nile virus CPE,Rac1 GTP hydrolysis,Dengue-2 NS5 capping,ER stress rescue,others
O=C(NCCc1ccccc1)Nc1ccc2c(c1)OCO2,1.0%,-10%,-6%,-2%,-2%,-0.8%,2%,-19%,0.3%,
O=C(N/N=C/c1ccco1)c1cc(C2CC2)[nH]n1,1.3%,-3%,-4%,0%,6%,0.3%,7%,-5%,.,
CC(=O)Nc1ccc(S(=O)(=O)N2CCN(S(=O)(=O)N3CCCCC3)CC2)cc1,0.8%,-5%,-2%,-1%,5%,-0.2%,4%,-1%,-3.1%,
CC(C)[C@H](NC(=O)[C@@H]1CSC2c3ccccc3C(=O)N21)C(=O)NCc1ccco1 (stereo partly drawn),0.6%,-8%,4%,-6%,14%,-0.5%,8%,1%,.,
COc1ccc(CCN(CC(=O)NCc2ccc(F)cc2)C(=O)c2snc(C(N)=O)c2N)cc1OC,3.2%,-4%,-3%,-2%,6%,0.0%,10%,2%,.,
CCOC(=O)NC(=O)COC(=O)CNC(=O)c1ccc(OCC)c(OCC)c1,4.8%,-5%,-2%,5%,8%,0.2%,10%,-8%,-2.3%,
Cc1cc(C)nc(NN2C(=O)/C(=C/c3ccccc3)SC2=S)n1,0.7%,-3%,32%,-3%,10%,0.3%,12%,8%,6.0%,
O=c1cc(CSc2ccccc2)[nH]c2ccccc12,7.2%,-4%,-13%,2%,7%,-1.6%,8%,2%,.,
CC1(C)C2CC=C(/C=N/NC(=O)c3ccccc3O)C1C2 (stereo not drawn),1.2%,2%,4%,3%,7%,0.4%,1%,2%,-2.0%,
CC(=O)N(Nc1ccccc1)c1ccccc1,0.4%,-3%,-9%,1%,6%,-0.2%,-1%,-6%,.,
COc1cc(NC(=O)NC(C)(C(F)(F)F)C(F)(F)F)cc(OC)c1OC,1.4%,-5%,-6%,-3%,0%,0.0%,3%,11%,-1.0%,
CSc1nc2ccccc2c(=O)n1N,1.1%,2%,-2%,9%,3%,-0.2%,4%,-10%,1.2%,
Cc1[nH]c2ccc(C(=O)O)cc2c1C,3.3%,-4%,3%,-20%,9%,0.0%,10%,-4%,-0.9%,
O=C(CSc1nncn1-c1cccnc1)Nc1cccc(C(F)(F)F)c1,5.6%,-6%,6%,1%,5%,-0.1%,7%,-2%,.,
COC(=O)c1ccc(C2CC(=O)Nc3cc(OC)c(OC)c(OC)c32)cc1 (stereo not drawn),0.0%,-3%,-4%,-1%,2%,0.2%,8%,1%,-1.1%,
CC(C)c1csc(CN2CCN(Cc3ccccc3)C(CCO)C2)n1 (stereo not drawn),-0.8%,-6%,15%,-5%,4%,-0.7%,-1%,-3%,-0.5%,
CCOC(=O)c1c(C)[nH]c(O)c1C=Nc1ccc(C(F)(F)F)cc1,1.9%,-1%,-18%,-2%,34%,-0.3%,13%,-29%,1.9%,
O=C1/C(=N\O)Cc2ccccc21,0.4%,-8%,-7%,-4%,1%,-0.4%,2%,-5%,0.0%,
Cc1ccc(N2CC(C(=O)NCC3CCCO3)CC2=O)cc1Cl (stereo not drawn),0.4%,-4%,-5%,-2%,-2%,-0.1%,12%,-1%,-1.9%,
Cc1ccc(S(=O)(=O)NC(=O)Nc2nnc(C)s2)cc1,1.0%,-12%,-4%,-2%,-1%,0.3%,-8%,-2%,-1.4%,
Cc1cc(C)n(CC(C)NC(=O)CCc2nnc(CCc3ccccc3)o2)n1 (stereo not drawn),-1.1%,0%,-7%,4%,7%,-0.1%,5%,-10%,-1.9%,
CNC(=O)C1CC(=O)N(CCc2ccccc2)C(=Nc2ccc(OC)cc2)S1 (stereo not drawn),0.0%,-4%,-13%,5%,12%,-0.3%,4%,-3%,-0.8%,
CC(=O)Nc1ccc(/C=C(\C#N)C(=O)NCc2ccccc2)cc1,0.1%,-4%,1%,-2%,-2%,-0.1%,7%,-3%,4.8%,
Cc1ccc(S(=O)(=O)Nc2cccnc2Oc2ccc(Cl)cc2)cc1,9.1%,-2%,13%,-1%,7%,0.0%,15%,6%,.,
CSc1ccc(/C=N/N2CCN(C)CC2)cc1,-0.1%,5%,4%,1%,18%,0.0%,11%,0%,-2.0%,
# (further entries)
SMILES,RSV antiviral HEp-2,LYP phosphatase,GPR35 arrestin U2OS,PhoP inhibition,SV40 large T antigen,West Nile virus CPE,Rac1 GTP hydrolysis,Dengue-2 NS5 capping,ER stress rescue,others
CCCCOP(=O)(c1ccc(N(C)C)cc1)C(O)c1ccc(N(C)C)cc1 (stereo not drawn),0.0%,-8%,9%,7%,-2%,0.1%,8%,4%,.,
Nc1nc2ccc(Oc3ccccc3)cc2s1,.,0%,-3%,9%,6%,0.9%,9%,-10%,-5.3%,
COCCCn1c(SCC(=O)N2CCc3ccccc32)nnc1-c1ccoc1C,3.0%,.,.,.,.,-0.1%,6%,-2%,.,
O=C(/C=C/c1cccc([N+](=O)[O-])c1)NCCN1C(=O)S/C(=C\c2ccc(F)cc2)C1=O,2.4%,-8%,4%,9%,1%,-1.3%,3%,5%,5.3%,
CN(NS(=O)(=O)c1ccc(Cl)cc1)c1nc(C(F)(F)F)nc2ccccc12,8.6%,6%,-6%,-3%,21%,.,11%,1%,-1.5%,
Cc1cc(C)nc(NC2=NCCN2C(=O)NC2CCCCC2)n1,1.8%,-6%,11%,4%,-3%,-0.2%,2%,-11%,2.4%,
Cc1ccc(S(=O)(=O)NNC(=O)C(=O)NNc2ccccn2)cc1,0.0%,2%,-1%,7%,7%,-0.1%,14%,3%,-2.3%,
O=C(Cc1ccc(F)cc1)N/N=C/c1ccc2c(c1)OCO2,0.0%,0%,-2%,-1%,10%,-0.4%,-1%,.,-0.5%,
CCN(C(C)=O)c1nnc(CSc2nc3ccccc3s2)s1,.,-3%,-11%,3%,7%,-1.6%,3%,-2%,0.3%,
CC(=O)Oc1cccc(NC(=O)c2ccc3c(c2)C(=O)N(CC(C)C)C3=O)c1,0.0%,-2%,11%,3%,19%,-0.1%,.,-1%,.,
CCS(=O)(=O)N1CCN(c2nc(-c3ccccc3)cs2)CC1,1.7%,-5%,4%,-4%,1%,-0.7%,8%,-8%,-2.3%,
O=C(Oc1ccc(-c2nnco2)cc1)N1CCOCC1,1.9%,1%,-2%,1%,18%,-0.1%,0%,-7%,1.5%,
CCCN(C(=O)c1cc(S(=O)(=O)N2CCCCCC2)ccc1OC)C1CCS(=O)(=O)C1 (stereo not drawn),0.4%,.,.,14%,8%,.,5%,-4%,.,

# No enrichment for hits; about 1.5% have a hit in one of these screens.
